Bioassay records from PubChem BioAssay.
TGFb inhibitor = qHTS for Inhibitors of TGF-b; HepG2 CAGA-GFP TGF-b/SMAD3 reporter, GFP fluorescence, 18 h; TGF-beta stimulated, 500 pg/mL final; 410,000 tested, 1.2% active; Potency, µM (highest dose often 46.1 µM), inactives show top-dose activity, negative = inhibition, usual class: inhibitors; note: % is set by controls: 0 for no effect and ±100 for the full control effect; nearly all actives have a fitted effect of over 65% in size
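Using HEPG2 CAGA-GFP reporter cells at 1000 cells/well, we pinned test compounds, stimulated with recombinant TGF-beta (500 pg/mL final) and measured total well GFP after 18 h.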
A549 tox = Nrf2 qHTS screen for inhibitors: counterscreen for cytotoxicity | A549 ARE-Fluc cells, CellTiter-Fluor viability, 18-24 h | Potency, µM (highest dose often 46 µM), inactives show top-dose activity change, negative = cytotoxicity, usual class: inhibitors | 390,000 tested, 0.16% active | AID 504648, 2011; note: % is set by controls: 0 for no effect and ±100 for the full control effect
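A549 ARE-Fluc cells in 5% FBS OPTI-MEM, 5000 cells/well, rested 2 h then exposed to compounds in concentration-response for 18-24 h at 37 °C. Viability by CellTiter-Fluor fluorescence (Ex 405/Em 525) after 30 min; luciferase luminescence (BugLite, 15 min, RT) read afterwards.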
Nrf2 ARE act = qHTS of Nrf2 Activators; AREc32 ARE-luciferase reporter (MCF7-derived line), luminescence, 24 h; Potency, µM (series often up to 46.1 µM), without a hit: top-dose activation, hits mostly activators; 410,000 tested, 0.31% active; AID 624171, 2012; note: % of control where 0% means no effect; nearly all actives have a fitted effect of over 65% in size
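Quantitative high-throughput format: AREc32 reporter cells, 1000 per well, received compound by pin transfer and were incubated 24 hr at 37 deg C, 5% CO2, before Steady-Glo luminescence detection.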
* hit, by the source's call; ? = inconclusive; [ ] = dose if it differs, or a comment. Calls come from the whole dose curve; as a rule, active = well fitted curve in the direction sought with a large enough effect; inconclusive = small, poorly fitted or top-dose-only effect, or another doubt; inactive = no such curve, though single readings can be large; an effect the other way counts as inactive or inconclusive. Potency is the fitted concentration of half-maximal effect.

Compound	TGFb inhibitor	A549 tox	Nrf2 ARE act
Cc1ccccc1CNC(=O)c1sc2ncnc(N(C)C3CCCCC3)c2c1C	2.2%	-2.0%	-0.9%
CCN(CC)c1ccc(NC(=O)c2sc3nc(-c4ccccc4)cn3c2C)cc1	?	-0.1%	2.6%
Cc1cc(C)cc(-n2ccnc2SCC(=O)Nc2nc3ccc(C)cc3s2)c1	-21.7%	7.3%	-0.7%
COC(=O)c1ccccc1NC(=O)Cn1nc(C)c2nn(-c3ccc(Cl)cc3)c(C)c2c1=O	0.0%	15.7%	0.2%
O=C(CCC1N=C2c3ccccc3N=C(SCC(=O)Nc3ccc(F)cc3)N2C1=O)NCc1cccs1 (stereo unspecified)	79.3%[activator]	2.5%	0.5%
Cc1ccc(NC(=O)Cn2nc(-c3ccncc3)ccc2=O)cc1Cl	-14.6%	1.5%	-0.6%
COc1cccc2sc(N(Cc3cccnc3)C(=O)C3COc4ccccc4O3)nc12 (stereo unspecified)	?	4.9%	3.8%
COc1cc(CNC(=O)c2ccc3c(c2)N(C)C(=O)C2CCCCN32)cc(OC)c1OC (stereo unspecified)	6.7%	16.4%	8.7%
Cc1cccc(C(=O)Nc2ccccc2OCc2cc(=O)n3ccccc3n2)c1	-2.4%	-1.7%	0.5%
Cc1ccc(CNS(=O)(=O)c2cc3c(cc2Cl)NC(=O)CO3)o1	-6.7%	3.3%	6.4%
COc1ccccc1CNC(=O)c1ccc(N2CCCC2)c(NC(=O)NCc2ccccc2)c1	?	-6.3%	2.6%
CN(C(=O)c1c[nH]c2ccc(S(=O)(=O)Nc3cccc(C(F)(F)F)c3)cc2c1=O)C1CCCCC1	-4.8%	-1.1%	-0.1%
Cc1nn2c(=O)cc(COC(=O)c3ccccc3NC(=O)C(C)Oc3ccccc3)nc2s1 (stereo unspecified)	2.0%	-2.0%	0.4%
COc1ccc(-c2cc3ccc(O)c(CN4CCOCC4)c3oc2=O)cc1	2.4%	0.4%	7.8%
COC(=O)c1ccccc1NC(=O)CSc1nc2ccccc2nc1Cc1ccc(F)cc1	-24.8%	2.0%	-1.1%
Cc1nn2c(=O)cc(COC(=O)c3cccc(NC(=O)c4ccc(C(C)(C)C)cc4)c3)nc2s1	4.9%	-28.1%	-1.1%
Clc1cccc(-n2ncc3c(Nc4ccc5c(c4)OCCO5)ncnc32)c1	19.6%	-1.1%	-0.5%
COc1cccc(C(c2sc3nc(-c4ccco4)nn3c2O)N2CCC(C)CC2)c1 (stereo unspecified)	-9.2%	-1.0%	9.4%
CCOC(=O)C1CCC(CN(Cc2ccc(Cl)cc2)S(=O)(=O)c2ccc(Br)cc2)CC1 (stereo unspecified)	-5.1%	1.0%	-0.9%
COc1ccccc1NC(=O)c1cc(S(=O)(=O)N(C)C2CCCCC2)ccc1F	-9.4%	9.3%	-1.3%
O=C(COc1ccc(F)cc1)Nc1ccccc1OCc1cc(=O)n2ccccc2n1	-14.9%	-2.7%	-0.2%
O=C(Nc1cccc(Cl)c1)N1CCC(CN2CCOCC2)CC1	-0.9%	2.8%	-0.1%
CCOc1ccc(-c2cc3c(=O)n(CC(=O)NCc4ccc(Cl)cc4)ccn3n2)cc1	0.0%	-5.6%	-0.1%
CC(C)c1ccc(-c2nc(C(N)=O)c3c(n2)n(-c2ccc4c(c2)OCO4)c(=O)n3C)cc1	-1.9%	-19.8%	-0.9%

Gathered by group: those above with a furan ring, fused or not (2)
Compound	TGFb inhibitor	A549 tox	Nrf2 ARE act
Cc1ccc(CNS(=O)(=O)c2cc3c(cc2Cl)NC(=O)CO3)o1	-6.7%	3.3%	6.4%
COc1cccc(C(c2sc3nc(-c4ccco4)nn3c2O)N2CCC(C)CC2)c1 (stereo unspecified)	-9.2%	-1.0%	9.4%

Next results
Compound	TGFb inhibitor	A549 tox	Nrf2 ARE act
COc1ccc(N2CCN(C(CNC(=O)c3c(F)cccc3F)c3ccc4c(c3)OCO4)CC2)cc1 (stereo unspecified)	-0.6%	-12.3%	0.0%
COc1cc2c(cc1OC)C(COc1cc(C)cc(C)c1)N(C(=O)C(C)(C)C)CC2 (stereo unspecified)	?	4.0%	5.5%
COc1cc(OC)c(NC(=O)N2CCc3cc(OC)c(OC)cc3C2CC(=O)O)cc1Cl (stereo unspecified)	4.0%	-1.2%	-1.3%
O=C(Cc1ccc(-c2ccccc2)cc1)NCCS(=O)(=O)N1CCN(c2ccccc2)CC1	0.8%	9.9%	-1.1%
Cn1nnc2c(N3CCN(c4ccccc4Cl)CC3)ncnc21	33.2%	13.6%	0.2%
Cc1ccc(/C=C/c2onc(C)c2S(=O)(=O)N2CCC(C(=O)Nc3ccc(C)c(N(C)C)c3)CC2)cc1	?	-11.5%	0.4%
O=C(CSC1=Nc2ccccc2N=C(c2ccc(F)cc2)C1)Nc1cccc(C(F)(F)F)c1	?	-22.7%	4.9%
COc1ccc(-c2nnc(SCC(=O)Nc3ccc(C(C)C)cc3)nc2-c2ccc(OC)c(OC)c2)cc1OC	0.4%	0.8%	4.8%
CC(C)Cc1nn2c(=O)cc(COC(=O)c3ccc(NC(=O)CCc4ccccc4)cc3)nc2s1	9.3%	-11.2%	-0.2%
COc1cc(OC)c(NC(=O)N2CCc3c(sc4c3CCCC4)C2c2ccccc2)cc1Cl (stereo unspecified)	-0.1%	18.7%	-0.4%
COC(=O)c1ccc(CSc2nc3c([nH]c4ccccc43)c(=O)n2-c2ccc(OC)cc2)o1	1.7%	6.2%	0.5%
COc1ccccc1C(=O)NCc1nnnn1-c1ccc(C)c(C)c1	-5.2%	-19.3%	-0.3%
CCOc1ccc(NC(=O)Cn2c(=O)nc(-c3ccccc3)c3ccccc32)cc1	-0.2%	-2.2%	5.3%
Cc1cccc(NC(=O)c2sc3nc4n(c(=O)c3c2C)N=C(c2ccc(F)cc2)CS4)c1C	-2.2%	-1.6%	0.0%
Cc1cn(C)c(CC(=O)NCc2ccc(Cl)cc2)c1C(=O)O	10.5%	0.6%	-0.8%
NS(=O)(=O)c1ccc(CCNC(=O)c2ccc3nc(Cc4ccccc4)oc3c2)cc1	-10.9%	2.9%	-1.5%
O=C(NCCc1ccc(Cl)cc1)c1ccc(CS(=O)(=O)c2ccc(Cl)cc2)o1	-13.6%	-29.2%	-0.4%
CC(C)c1ccc(NC(=O)CSC2=Nc3ccccc3C3=NC(CC(=O)NCc4ccco4)C(=O)N23)cc1 (stereo unspecified)	-0.4%	1.4%	1.5%
CCOC(=O)c1cc(S(=O)(=O)NCc2ccc(C)cc2)[nH]n1	?	-0.7%	0.4%
COc1ccc(OCC(=O)NC2CC(=O)N(c3cccc(OC)c3)C2)cc1 (stereo unspecified)	5.5%	4.7%	3.0%
COC(=O)c1c(-c2ccc(Cl)cc2)noc1N1CCN(c2ccc(C)cc2C)CC1	2.5%	-1.3%	0.4%
COCCn1c(=NC(=O)c2ccc3c(c2)OCCO3)sc2cc(C(=O)OC)ccc21	?	3.5%	-0.6%
CCOc1ccc(Cn2c(CNS(=O)(=O)c3ccc([N+](=O)[O-])cc3)nc3cccnc32)cc1	-17.5%	-3.6%	0.5%
CCN(CC)C(=O)c1sc2c(c1C)c(=O)n(-c1ccc(C)c(C)c1)c(=O)n2Cc1cc(=O)n2ccccc2n1	-11.3%	-10.0%	0.5%
Cc1ccc(Cc2nc3ccccc3nc2SCC(=O)N2CCCc3ccccc32)cc1	-0.7%	-6.3%	-0.4%
Cc1cccc(-c2cc(NC(=O)COc3ccccc3F)n(-c3ccccc3)n2)c1	12.7%	1.2%	-0.7%
CC(Oc1ccccc1)C(=O)Nc1nc2ccc(S(N)(=O)=O)cc2s1 (stereo unspecified)	0.1%	-0.1%	4.1%
COc1ccc(C)cc1NS(=O)(=O)c1c(C(=O)N2CCC(C)CC2)c(C)n(C)c1C	-0.8%	-7.6%	-0.4%
Cc1ccc(Cl)cc1N1CCN(C(=O)c2cccn3c(=O)c4cc(Cl)ccc4nc23)CC1	-12.6%	-2.3%	4.8%
COCCCNC(=O)c1ccc2nc(CCc3ccccc3)oc2c1	-4.8%	-1.0%	4.4%
Cc1ccc(N(CC(=O)NCc2ccc(OC(C)C)cc2)S(=O)(=O)N(C)C)cc1	-14.3%	2.0%	3.6%
Cc1cc(Nc2nc3ccccc3c3nnc(C)n23)ccc1Br	-14.1%	10.6%	4.5%
Cc1nn2c(=O)cc(COC(=O)c3cccc(NC(=O)COc4ccccc4Cl)c3)nc2s1	-0.9%	-8.4%	0.9%
Cc1nc(C)c(CCNS(=O)(=O)c2ccc(F)cc2)s1	-0.3%	1.1%	-0.5%
CCOc1ccc(CNC(=O)c2ccc3nc(Cc4ccc(OC)cc4)oc3c2)cc1OC	-24.0%	-0.3%	4.4%
COc1ccc(C(=O)NCC(c2cccs2)S(=O)(=O)c2cccs2)cc1 (stereo unspecified)	?	5.5%	4.0%
CC1CCN(S(=O)(=O)c2ccc3c(c2)oc(=O)n3CC(=O)O)CC1	-2.7%	-0.9%	-0.8%
CC(=O)c1ccc(NC(=O)CN2C(=O)c3cccnc3Sc3ccccc32)cc1	6.3%	-0.2%	9.5%
Cc1nn(S(=O)(=O)c2ccc(C(C)(C)C)cc2)c(C)c1S(=O)(=O)N1CCCCCC1	-1.0%	-1.5%	0.2%
CCCCC(Sc1nc2cc3c(cc2c(=O)n1CCCC(=O)NCc1ccc(OC)cc1)OCO3)C(=O)OCC (stereo unspecified)	-0.6%	-23.2%	0.2%
COc1cc(-c2ccno2)ccc1S(=O)(=O)N1CCN(c2ccc(C(C)=O)cc2)CC1	?	-10.2%	9.2%
Cc1ccc(C)c(NC(=O)c2ccc(=O)n(Cc3ccc(F)cc3)c2)c1	6.4%	2.4%	2.1%
COc1ccc(NC(=O)c2oc3ccc(S(=O)(=O)N4CCCCC4)cc3c2C)cc1Cl	-16.1%	6.5%	0.6%
COC(=O)c1ccc2c(=O)n(CCCCCC(=O)NCc3ccc(OC)cc3)c(=O)[nH]c2c1	?	4.7%	0.9%
Cc1ccc(CCNC(=O)c2cc3n(n2)CCCN(Cc2ccc(C)cc2)C3=O)cc1	-21.1%	6.2%	-0.9%
CC(C)c1nc2ccc(C(=O)Nc3ccccc3F)cc2o1	-21.1%	-2.7%	4.8%
CCOc1ccc(-c2cc(C(=O)NCCc3ccc(Cl)cc3)c3ccccc3n2)cc1	-11.0%	-16.3%	1.2%
O=C(NCc1ccccc1Cl)C(=O)NCC(c1ccc2c(c1)OCO2)N1CCOCC1 (stereo unspecified)	10.4%	-3.9%	-1.0%
O=C(NCCc1csc2nc(-c3ccccc3F)nn12)c1ccco1	19.3%	-0.9%	11.8%
Cc1nc(C)c(-c2ccc(SCC(=O)Nc3cccc(C)c3C)nn2)s1	-11.6%	5.2%	5.1%
Cc1ccccc1Cc1c(C)nc2nc(SCC(=O)N(C)c3ccccc3)nn2c1C	-27.0%	-0.7%	4.0%
Cc1ccc(NC(=O)CN2C(=O)CCc3cc(S(=O)(=O)N4CCCCC4)ccc32)cc1N(C)C	-3.6%	-7.3%	0.4%
O=C(NCc1ccc2c(c1)CCN2C(=O)c1ccc(Cl)cc1)c1cccc(F)c1	-4.8%	-8.3%	0.2%
CCCc1nn2c(=O)cc(COC(=O)c3ccc(NC(=O)COc4ccc(F)cc4)cc3)nc2s1	-0.3%	7.3%	-0.7%
COc1ccccc1-n1c(-c2ccc(C)cc2)cn2c3c(=O)n(C)c(=O)n(C)c3nc12	1.7%	11.0%	-0.3%
Cc1cc(=O)[nH]c2nnc(SCc3cccc(C(F)(F)F)c3)n12	-3.4%	1.2%	-1.1%
COc1ccc(C(=O)Nc2cccc(C(=O)OCc3cc(=O)n4nc(C5CC5)sc4n3)c2)cc1	-2.6%	0.9%	-0.4%
Cc1c(C(=O)Nc2cccc(Cl)c2)oc2ccc(S(=O)(=O)N(C)C3CCCCC3)cc12	?	2.8%	0.1%
CCOc1cc(-c2nnc(SCC(=O)NCc3ccc(C)cc3)nc2-c2ccc(OC)c(OCC)c2)ccc1OC	-2.0%	-18.9%	7.9%
COc1ccc(-c2nc3c4ccccc4n(CC(=O)N4CCN(c5ccccc5OC)CC4)c(=O)n3n2)cc1	-1.9%	-3.8%	-0.6%
Cc1cccc(CN2C(=O)c3ccccc3Sc3ccc(C(=O)NCc4ccco4)cc32)c1	?	-0.6%	6.7%
O=C(NCCO)C(=O)NCC(c1ccc2c(c1)OCO2)N1CCOCC1 (stereo unspecified)	0.0%	-2.2%	-1.4%

Only part of the results is shown; the hit share may differ from the screen's.
